# High-throughput results deposited in PubChem BioAssay by several laboratories.
# TWEAK-Fn14 inh = inhibitors of TWEAK-Fn14 signaling, primary screen, luciferase reporter cells, uHTS. TWEAK-stimulated Fn14 reporter cells, luciferase luminescence, 8 h. inhibition, % at 10 µM. actives 2% (n = 360,000); in the data active = inhibition above about 50%
# NR2F2 inh = NR2F2 transcriptional activity inhibitors, primary screen, cell-based, luciferase reporter, HEK293T, luminescence; actives 0.7% (n = 370,000); AID 686940, 2013; COUP transcription factor 2 (Homo sapiens), P24468; inhibition, % at 8.6 µM; HEK293T NGFI-A luciferase reporter;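 active = inhibition above a per-plate cutoff, mean inhibition of test wells between control levels plus 3 SD, cut at about 38% in these data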;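 also: cells cotransfected with COUP-TFII expression vector driving the NGFI-A reporter; 0% = median of COUP-TF2 test wells and 100% = reporter-only cells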
# TROY NFkB inh = inhibitors of TROY-driven NF-kB signaling, primary screen, Q293 LMP1-TROYcd cells, NF-kB luciferase, uHTS; AID 1347056, 2019; actives 0.98% (n = 360,000); inhibition, % at 10 µM; Q293 LMP1-TROYcd NF-kB luciferase reporter, 4 h;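 active = compounds whose plate-normalised and pattern-corrected inhibition of the luciferase reporter signal at the single screening dose is 50% or more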
# NOD2-RIPK2 inh = NOD2-RIPK2 binding disruptors in cells, primary screen, fluorescence, CHO cells, BLA complementation; CCF4 ratio; inhibition, % at 4.98 µM; actives 0.38% (n = 360,000); AID 624267, 2012; in the data active = inhibition above about 21%;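 also: 0% = vehicle only and 100% = reference blocker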
# Target sequence (O43353 whole entry, looked up): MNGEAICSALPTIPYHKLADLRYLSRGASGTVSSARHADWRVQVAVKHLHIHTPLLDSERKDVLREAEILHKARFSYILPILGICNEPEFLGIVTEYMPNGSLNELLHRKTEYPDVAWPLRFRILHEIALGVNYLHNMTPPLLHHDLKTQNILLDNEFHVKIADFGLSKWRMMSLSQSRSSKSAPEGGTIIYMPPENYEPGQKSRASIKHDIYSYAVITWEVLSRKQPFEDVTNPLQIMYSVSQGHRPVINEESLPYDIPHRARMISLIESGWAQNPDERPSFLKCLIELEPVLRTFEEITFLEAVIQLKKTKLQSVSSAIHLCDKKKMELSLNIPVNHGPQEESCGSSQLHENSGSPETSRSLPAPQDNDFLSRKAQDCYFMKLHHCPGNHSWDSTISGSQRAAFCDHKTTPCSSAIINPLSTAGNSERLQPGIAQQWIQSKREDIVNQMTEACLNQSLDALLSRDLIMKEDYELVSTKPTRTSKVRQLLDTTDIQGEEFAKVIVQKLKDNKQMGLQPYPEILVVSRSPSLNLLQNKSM
# NR5A2 inv ag = LRH-1 (NR5A2) inverse agonists, primary screen, cell-based, luminescence, HEK293T, StAR-luciferase reporter; Nuclear receptor subfamily 5 group A member 2 (Homo sapiens), O00482; LRH-1 transfected, 24 h; inhibition, % at 3.6 µM; actives 0.13% (n = 360,000);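 active = inhibition above the mean inhibition of all tested compounds plus 3 SD, cut at about 73% in these data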;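 also: 0% = DMSO wells and 100% = reporter-only cells lacking LRH-1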
# Target sequence (O00482 whole entry, looked up): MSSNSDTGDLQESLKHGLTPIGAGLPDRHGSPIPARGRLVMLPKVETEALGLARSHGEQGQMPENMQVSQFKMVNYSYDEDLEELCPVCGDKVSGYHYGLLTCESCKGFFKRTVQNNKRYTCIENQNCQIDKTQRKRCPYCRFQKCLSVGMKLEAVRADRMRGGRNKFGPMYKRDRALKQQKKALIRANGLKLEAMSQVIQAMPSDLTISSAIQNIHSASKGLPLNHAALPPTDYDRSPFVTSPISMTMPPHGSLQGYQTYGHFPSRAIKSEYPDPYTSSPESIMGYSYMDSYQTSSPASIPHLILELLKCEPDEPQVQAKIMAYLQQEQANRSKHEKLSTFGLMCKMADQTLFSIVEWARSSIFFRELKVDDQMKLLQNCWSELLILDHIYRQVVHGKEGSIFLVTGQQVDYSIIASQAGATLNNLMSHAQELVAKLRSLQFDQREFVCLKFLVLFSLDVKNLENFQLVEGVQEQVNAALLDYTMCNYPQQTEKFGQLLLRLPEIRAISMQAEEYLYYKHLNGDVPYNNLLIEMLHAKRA
# ABHD5-PLIN5 inh = ABHD5-PLIN5 interaction inhibitors, primary screen, cell lysate, split luciferase complementation, luminescence; Perilipin-5 (Homo sapiens) + 1-acylglycerol-3-phosphate O-acyltransferase ABHD5 (Homo …; Split G. princeps luciferase complementation, 4 h; inhibition, % at 4 µM; actives 0.78% (n = 360,000); AID 602281, 2012;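 active = inhibition above the mean inhibition across every tested compound plus 3 SD, cut at about 22% in these data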;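 also: 0% = DMSO only wells and the 100% control is not disclosed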
# TLR9-MyD88 block = inhibitors of TLR9-MyD88 association in cells, primary screen, cell-based, CHO, BLA complementation, fluorescence. Toll-like receptor 9 (Homo sapiens) + Myeloid differentiation primary response protein …. CCF4 FRET ratio. inhibition, % at 4.98 µM. actives 0.21% (n = 340,000). AID 504734, 2011;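 active = inhibition above the mean over all tested compounds plus 3 SD, cut at about 21% in these data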;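 also: 0% = DMSO only wells and 100% = clavulanate BLA inhibitor control wells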
# Granule exo inh = LAMP-1 surface exposure blockers, TALL-104 cells – cell-based, flow cytometry, MLPCN library, primary screen. TALL-104 LAMP-1 surface exposure; cells stimulated with thapsigargin and PMA. inhibition, % at 10 µM. actives 0.66% (n = 360,000);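 active = inhibition above about 55%, limit read from the data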
# SRC2 inh = inhibition of GAL4-SRC2 driven luciferase reporter, primary screen, SRC2 inhibitor project, cell-based, luminescence. AID 651957, 2012. actives 0.17% (n = 370,000). HEK293 GAL4-SRC2 luciferase reporter. inhibition, % at 9 µM;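 active = inhibition above the mean inhibition of all tested compounds plus 3 SD, set per campaign, cut at about 52% in these data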;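 also: 0% = DMSO treated cells and 100% = cells given Gossypol at 36 µM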
# SRC3 inh = SRC3 coactivator transcriptional activity inhibitors, primary screen, cell-based, luminescence | Nuclear receptor coactivator 3 (Homo sapiens), Q9Y6Q9 | HEK293 GAL4-SRC3 luciferase reporter | inhibition, % at 3.6 µM | actives 0.17% (n = 360,000) | AID 588352, 2011;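 active = inhibition above a per-campaign cutoff, the mean of all compounds plus 3 SD, cut at about 60% in these data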;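 also: 0% = DMSO-treated cells and 100% = gossypol-treated cells at 36 µM; higher means less SRC3-driven luciferase light from the GAL4 reporter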
# NCOA1 inh = SRC1 coactivator transcriptional activity inhibitors, primary screen, cell-based, luminescence | Nuclear receptor coactivator 1 (Homo sapiens), Q15788 | HEK293 GAL4-SRC1 luciferase reporter | inhibition, % at 3.6 µM | actives 0.12% (n = 360,000) | AID 588354, 2011;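 active = inhibition above the campaign mean plus 3 SD, with each screening campaign given its own cutoff, cut at about 60% in these data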;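 also: 0% = DMSO treated cells and 100% = gossypol at 36 µM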
# Starred values were filed as active, the others as inactive; nt = not tested or not shown. This is a subset, so the mix of outcomes need not match the whole.
1	CC1(C(=O)Nc2cccc(Oc3ccccc3)c2)CCN1Cc1cccc2c1OCO2 (stereo unspecified)
2	CSCC[C@H](NC(=O)Nc1ccc(C)cc1C)C(=O)O
3	CCOc1ccc(S(=O)(=O)N2CCCCC2)c(C)c1C
4	CC(C)c1ccc(CN2CCN(S(=O)(=O)c3ccc(Cl)s3)CC2)cc1
5	CCOC(=O)c1sc(NC(=O)C(C)(C)C)cc1C
6	Cc1noc(C)c1C(=O)N1CCC1(C)C(=O)NS(=O)(=O)c1ccc(Cl)cc1 (stereo unspecified)
Assay by compound,1,2,3,4,5,6
TWEAK-Fn14 inh,9,15,1,-3,-16,-5
NR2F2 inh,9,-2,-13,-4,-59,8
TROY NFkB inh,5,15,-23,6,-50,-6
NOD2-RIPK2 inh,-3,0,-12,-9,-1,0
NR5A2 inv ag,19,-13,-1,-5,-92,8
ABHD5-PLIN5 inh,-10,-7,-3,-5,-5,6
TLR9-MyD88 block,nt,-2,0,10,-3,nt
Granule exo inh,14,2,1,0,10,-2
SRC2 inh,5,-14,10,13,-57,-26
SRC3 inh,-14,11,7,14,-81,2
NCOA1 inh,-5,-25,-21,-3,-104,-6

# The closing two compounds of the part before lead into the next:
5	CCOC(=O)c1sc(NC(=O)C(C)(C)C)cc1C
6	Cc1noc(C)c1C(=O)N1CCC1(C)C(=O)NS(=O)(=O)c1ccc(Cl)cc1 (stereo unspecified)
7	Cn1c(=O)n(CCc2ccccc2)c2ccccc21
8	COc1ccccc1C(=O)Nc1c2c(nn1-c1cccc(C)c1C)CS(=O)(=O)C2
9	COc1ccc(CC(=O)NNC(=O)c2cc(Cl)ccc2OC)cc1
10	Cc1cc(Br)cn2c(CC(C)(C)C)c(-c3cccc(Cl)c3)nc12
11	Cc1ccc(N(C)S(=O)(=O)c2c[nH]c3ccc([N+](=O)[O-])cc23)cc1
12	C(=C\c1ccco1)/c1nc2ccccc2[nH]1
Assay by compound,5,6,7,8,9,10,11,12
TWEAK-Fn14 inh,-16,-5,-11,-48,-1,1,20,2
NR2F2 inh,-59,8,-6,-9,-20,4,7,-30
TROY NFkB inh,-50,-6,-23,-19,-13,5,11,-13
NOD2-RIPK2 inh,-1,0,-10,8,-2,-7,-4,-4
NR5A2 inv ag,-92,8,-8,10,-8,23,-15,-77
ABHD5-PLIN5 inh,-5,6,0,1,4,-5,-4,6
TLR9-MyD88 block,-3,nt,-4,9,-4,nt,-1,1
Granule exo inh,10,-2,-4,71*,3,5,9,-2
SRC2 inh,-57,-26,-24,-15,-8,12,10,-38
SRC3 inh,-81,2,-14,-14,18,21,-3,-88
NCOA1 inh,-104,-6,-13,-2,3,8,-9,-111

13	CCCn1c(=O)c(C(=O)N/N=C/c2ccc(F)cc2)c(O)c2ccccc21
14	CCOCCn1c(COc2ccccc2)nc2ccccc21
15	CCCC(C(=O)NC1CCCC1)N(Cc1cccs1)C(=O)c1snc(C(N)=O)c1N (stereo unspecified)
16	Cc1cccc(CN2CCC(Oc3ccc(C(=O)N4CCCC4)cc3)CC2)n1
17	O=C(/C=C/c1ccccc1Cl)Nc1ccc2c(c1)C(=O)NC2=O
18	CC(C)(C(N)=O)c1ccccc1
Assay by compound,13,14,15,16,17,18
TWEAK-Fn14 inh,5,8,26,6,-31,30
NR2F2 inh,-10,-8,8,2,-7,5
TROY NFkB inh,3,nt,-10,-9,-43,-19
NOD2-RIPK2 inh,-4,1,1,-9,-11,2
NR5A2 inv ag,-6,-3,0,-6,2,-16
ABHD5-PLIN5 inh,-4,-4,-1,0,2,-1
TLR9-MyD88 block,-7,4,-4,-11,-6,7
Granule exo inh,1,10,-10,3,5,1
SRC2 inh,3,7,0,2,6,20
SRC3 inh,13,0,12,14,10,-12
NCOA1 inh,4,-20,10,-12,-62,-15

19	O=c1[nH]c(SCCN2CCOCC2)nc(O)c1-c1ccccc1
20	COC(C[C@@H](O)[C@H](C)[C@@H](O)COCc1ccccc1)OC
21	C#CCNC(=O)C1=C[C@H](c2ccc(C#C)cc2)C[C@H](OCc2ccc(CO)cc2)O1
22	CS(=O)(=O)CCC(C(=O)O)N1C(=O)c2ccc(Oc3ccc(Cl)cc3)cc2C1=O (stereo unspecified)
23	Cc1ccc2[nH]c3c(=S)nc[nH]c3c2c1
24	Cc1ccccc1CN1C(=O)c2ccccc2S(=O)c2ccc(C(=O)NCCCN3CCOCC3)cc21 (stereo unspecified)
Assay by compound,19,20,21,22,23,24
TWEAK-Fn14 inh,7,11,-11,18,-10,-2
NR2F2 inh,-2,-2,-9,-16,-20,-9
TROY NFkB inh,-6,-15,-5,7,-51,-11
NOD2-RIPK2 inh,-8,9,6,-2,-6,1
NR5A2 inv ag,14,-17,-5,7,-103,14
ABHD5-PLIN5 inh,-5,0,5,-1,-3,0
TLR9-MyD88 block,-7,-4,-8,-6,-7,-7
Granule exo inh,-8,70*,0,-11,-2,-4
SRC2 inh,32,1,31,-13,-28,4
SRC3 inh,1,-4,8,5,-4,-11
NCOA1 inh,0,-7,0,5,-33,11

25	O=C(CN1C(=O)C2CCCCC2C1=O)OCn1nnc2ccccc2c1=O (stereo unspecified)
26	CCOc1ccc(C(=O)N(CN2CCCC2=O)c2cccc(Cl)c2)cc1
27	CC1=NN(c2ccc(Br)cc2)C(=O)/C1=C/c1ccc(-c2ccccc2C(=O)O)o1
28	CC1CCCN(C(=O)C2(NC(=O)Nc3cccc(F)c3)CCCCC2)C1 (stereo unspecified)
29	O=C1CCC(/C=C/c2ccccc2)=NN1
30	COC(=O)c1ccc(/C=N/NC(=O)C(=O)N2CCCCCC2)cc1
Assay by compound,25,26,27,28,29,30
TWEAK-Fn14 inh,-12,-8,4,-1,-25,8
NR2F2 inh,8,12,2,-4,-17,-5
TROY NFkB inh,-23,-12,-29,9,-23,-6
NOD2-RIPK2 inh,-9,1,-14,3,1,-8
NR5A2 inv ag,9,-5,16,-1,2,-11
ABHD5-PLIN5 inh,1,3,-5,-5,0,4
TLR9-MyD88 block,-9,-1,-10,4,2,6
Granule exo inh,0,-4,5,1,-3,2
SRC2 inh,-1,3,-17,1,-9,-5
SRC3 inh,4,-20,1,9,-14,8
NCOA1 inh,-56,1,-21,0,-14,12

# The closing 4 records of the section above open the next one:
27	CC1=NN(c2ccc(Br)cc2)C(=O)/C1=C/c1ccc(-c2ccccc2C(=O)O)o1
28	CC1CCCN(C(=O)C2(NC(=O)Nc3cccc(F)c3)CCCCC2)C1 (stereo unspecified)
29	O=C1CCC(/C=C/c2ccccc2)=NN1
30	COC(=O)c1ccc(/C=N/NC(=O)C(=O)N2CCCCCC2)cc1
31	COCc1cc(CNC(=O)C2CCC(=O)N(Cc3cccc(OC)c3)C2)[nH]n1 (stereo unspecified)
32	CC(Sc1nnc(Nc2ccccc2)s1)C(=O)Nc1nc(-c2ccccc2)cs1 (stereo unspecified)
33	CCC(c1nnnn1C1CCCC1)N1CCN(C/C=C/c2ccccc2)CC1 (stereo unspecified)
34	CCOC(=O)c1sc(-c2ccc(Br)cc2)cc1N
35	CCN1C(=O)[C@@H]2[C@@H](c3ccc(-c4cc(C(C)=O)cs4)cc3)N3CCC[C@@]3(C(=O)OC)[C@@H]2C1=O
36	COc1ccc(CN2c3c(Br)cccc3C(=O)CS2(=O)=O)cc1
Assay by compound,27,28,29,30,31,32,33,34,35,36
TWEAK-Fn14 inh,4,-1,-25,8,-6,33,-2,-4,-11,15
NR2F2 inh,2,-4,-17,-5,6,5,-8,-48,5,nt
TROY NFkB inh,-29,9,-23,-6,19,1,16,-36,10,-4
NOD2-RIPK2 inh,-14,3,1,-8,-11,8,-8,13,2,-11
NR5A2 inv ag,16,-1,2,-11,0,-3,2,-67,8,-6
ABHD5-PLIN5 inh,-5,-5,0,4,-1,0,6,-12,5,9
TLR9-MyD88 block,-10,4,2,6,0,6,nt,3,-1,-6
Granule exo inh,5,1,-3,2,3,4,4,6,5,2
SRC2 inh,-17,1,-9,-5,-25,-1,9,-36,-5,nt
SRC3 inh,1,9,-14,8,-10,-121,2,-86,-5,-2
NCOA1 inh,-21,0,-14,12,5,-52,7,-113,-3,-3

37	CN(C)N1C(N)=C(C#N)C(c2ccsc2)C2=C1CCCC2=O (stereo unspecified)
38	O=C(Nc1cc(Cl)ccc1N1CCOCC1)c1cc2ccccc2o1
39	O=C(NCCC1=CCCCC1)C(=O)NCCc1ccc(Cl)cc1
40	CCOc1ccc(CN2CCNC(=O)C2CC(=O)NCc2ccccn2)cc1 (stereo unspecified)
41	Cc1cn2c(nc1=O)OC1C(O)C(COC(=O)c3ccccc3)OC12 (stereo unspecified)
42	Cc1cc(C)nc(SCC(=O)NC2=NN=C(c3ccc(Br)cc3)CS2)n1
Assay by compound,37,38,39,40,41,42
TWEAK-Fn14 inh,20,-12,-8,4,-4,46
NR2F2 inh,16,7,-11,-2,12,6
TROY NFkB inh,2,14,3,-5,3,13
NOD2-RIPK2 inh,-6,-1,0,-5,4,-4
NR5A2 inv ag,0,0,-8,-4,-13,32
ABHD5-PLIN5 inh,-4,-8,-3,-2,-4,-3
TLR9-MyD88 block,4,-1,4,5,-12,-2
Granule exo inh,1,-2,0,-10,-1,9
SRC2 inh,1,6,-22,17,-7,0
SRC3 inh,-26,-13,18,13,-7,2
NCOA1 inh,4,-11,-4,3,1,11

43	CCSc1nnc(NC(=O)C(NC(=O)c2ccc(Cl)cc2)C(C)C)s1 (stereo unspecified)
44	O=C(NCC1CCCO1)c1cccc(S(=O)(=O)N2CCCCC2)c1 (stereo unspecified)
45	COc1ccc(CCNC(=O)c2ccc([N+](=O)[O-])cc2)cc1
46	CC1(C)Cc2ccccc2C(Nn2cnnc2)=N1
47	COC(=O)c1c(C(=O)OC)c(-c2ccccc2)n2c1CS(=O)(=O)C2
48	Cc1ccc(S(=O)(=O)N2CCCCC2)cc1NC(=O)CCOc1ccccc1
49	O=C(Cn1nnc(-c2ccccc2)n1)Nc1ccccc1N1CCOCC1
Assay by compound,43,44,45,46,47,48,49
TWEAK-Fn14 inh,5,2,-13,-5,1,-10,12
NR2F2 inh,2,-1,0,-30,3,-23,9
TROY NFkB inh,14,-5,18,-21,3,21,7
NOD2-RIPK2 inh,-17,9,4,-2,-1,5,-11
NR5A2 inv ag,5,8,1,-18,0,12,18
ABHD5-PLIN5 inh,3,0,-1,5,-3,0,0
TLR9-MyD88 block,-8,4,5,9,4,-1,-6
Granule exo inh,0,9,-7,0,1,1,-4
SRC2 inh,-2,-28,1,-22,-17,-3,5
SRC3 inh,-2,-16,7,11,-7,-8,19
NCOA1 inh,-2,-27,5,8,11,3,5
